Bioassay records as filed in PubChem.
HEK293 viab – GF-AFC viability counterscreen for inhibitors of alpha-synuclein gene (SNCA) expression; AID 1671193, 2021; HEK-293-SNCA-luc viability, GF-AFC fluorescence, 24 h; Potency, µM (top dose mostly 57.1 µM), without a hit: top-dose activity change, negative = cytotoxicity, most hits filed as cytotoxic; 150,000 tested, 0.12% active;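 further: potency means the concentration at half of the fitted maximal effect; 0% = DMSO-treated cells and -100% = medium-only wells without cells; nearly all actives have a fitted effect of over 30% in size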
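Cytotoxicity counterscreen: after 24 h compound treatment of genome-edited SNCA-luciferase HEK-293 cells, live-cell protease substrate GF-AFC read by fluorescence after 30 min; activity scaled between DMSO (0%) and medium-only (-100%), curves Hill-fitted.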
3T3 cytotox – Cytotoxic Profiling in NIH 3T3 Cell Line of Diverse Libraries Using Quantitative High-Throughput Screening; NIH 3T3 viability, CellTiter-Glo ATP luminescence, 48-72 h; Potency, µM (titrated, usually from 96.7 µM), inactives show at the highest dose activity change, negative = cytotoxicity, hits mostly inhibitors; 94,000 tested, 4.3% active; further: potency means the concentration at half of the fitted maximal effect; nearly all actives have a fitted effect of over 55% in size
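Luminescent ATP readout (CellTiter-Glo, 10 min RT) after 48 or 72 hr compound exposure of NIH 3T3 cells seeded at 400 cells/well in 1536-well format; quantitative HTS.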
FLuc inh – Firefly luciferase inhibition profiling of diverse chemical library using quantitative high-throughput screening | Luciferin 4-monooxygenase (Photinus pyralis), P08659 | 76,000 tested, 2.5% active | Potency, µM (highest dose often 115 µM), inactives show top-dose activity change, negative = inhibition, usual class: inhibitors | purified P. pyralis luciferase, luminescence, biochemical; further: potency means the concentration at half of the fitted maximal effect; nearly all actives have a fitted effect of over 65% in size
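FLuc 10nM, D-luciferin 10uM, ATP 10uM, Mg acetate 10mM, Tris acetate pH 7.5, Tween/BSA; cpd qHTS; enzyme added last; CCD luminescence.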
HEK cytotox – Cytotoxic Profiling in HEK 293 Cell Line of Diverse Libraries Using Quantitative High-Throughput Screening; HEK 293 viability, ATP luminescence (CellTiter-Glo), 48-72 h; Potency, µM (series often up to 115 µM), for inactives: at the top dose activity change, negative = cytotoxicity, usual class: inhibitors; 94,000 tested, 6.6% active; AID 1345083, 2018; further: potency means the concentration at half of the fitted maximal effect; nearly all actives have a fitted effect of over 60% in size
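Cells seeded first (HEK 293, 250 cells/well), then compound added by pintool. Incubation ran 48 or 72 hr at 37 degree Celsius. CellTiter-Glo was added and luminescence imaged after 10 min at room temperature.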
SNCA expr inh – Primary qHTS assay for inhibitors of alpha-synuclein gene (SNCA) expression | AID 1671194, 2021 | 140,000 tested, 0.17% active | Potency, µM (highest dose often 57.2 µM), inactives show at the highest dose activity change, negative = inhibition, actives largely listed as inhibitors | HEK-293 SNCA-luciferase knock-in, luminescence, 24 h;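 further: potency means the concentration at half of the fitted maximal effect; plate controls were DMSO cells for no effect and cell-free wells for full effect; nearly all actives have a fitted effect of over 45% in size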
GPT2 inhibitor – Primary qHTS assay for inhibitors of Glutamate pyruvate transaminase 2 (GPT2). Recombinant GPT2, coupled pyruvate oxidase/HRP Amplex Red fluorescence. 100,000 tested, 0.25% active. AID 1671188, 2021. Potency, µM (highest dose often 57.7 µM), for inactives: at the top dose activity change, negative = inhibition, usual class: inhibitors; further: potency means the concentration at half of the fitted maximal effect; nearly all actives have a fitted effect of over 60% in size; many of its hits are not listed in these tables
Target sequence (Q8TD30 whole entry, looked up): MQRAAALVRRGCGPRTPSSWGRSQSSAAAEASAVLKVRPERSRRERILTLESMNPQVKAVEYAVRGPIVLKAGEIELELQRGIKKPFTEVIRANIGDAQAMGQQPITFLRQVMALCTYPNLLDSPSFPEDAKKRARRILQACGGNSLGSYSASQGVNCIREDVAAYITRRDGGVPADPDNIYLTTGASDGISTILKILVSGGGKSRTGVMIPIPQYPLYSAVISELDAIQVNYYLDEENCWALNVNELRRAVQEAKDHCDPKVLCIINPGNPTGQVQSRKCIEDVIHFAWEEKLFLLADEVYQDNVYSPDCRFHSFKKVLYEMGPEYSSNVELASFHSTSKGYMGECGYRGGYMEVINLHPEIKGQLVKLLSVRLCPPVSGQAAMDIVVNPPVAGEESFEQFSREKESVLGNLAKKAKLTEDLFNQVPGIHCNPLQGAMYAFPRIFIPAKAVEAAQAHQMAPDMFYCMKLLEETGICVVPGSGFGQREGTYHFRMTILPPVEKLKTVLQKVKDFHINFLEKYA
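GPT2 10ng/uL, a-KG 250uM, L-Ala 2mM, HEPES pH7.5 + 0.0001% Tween; 30 min RT. Then Amplex mix (PO/HRP/ThPP), 30 min RT dark, fluorescence. AOA 50uM used as positive control.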
IP6K1 inhibitor – Primary qHTS assay for small molecule inhibitors of Inositol hexaphosphate kinase 1 (IP6K1); Inositol hexakisphosphate kinase 1 (Homo sapiens), Q92551; IP6K1 kinase, ADP-Glo luminescence, 2 h; stronger effect = lower value; activity change, % (series mostly up to about 58 µM); 140,000 tested, 0.81% active; in the data active means activity change below about -25%
Target sequence (Q92551 whole entry, looked up): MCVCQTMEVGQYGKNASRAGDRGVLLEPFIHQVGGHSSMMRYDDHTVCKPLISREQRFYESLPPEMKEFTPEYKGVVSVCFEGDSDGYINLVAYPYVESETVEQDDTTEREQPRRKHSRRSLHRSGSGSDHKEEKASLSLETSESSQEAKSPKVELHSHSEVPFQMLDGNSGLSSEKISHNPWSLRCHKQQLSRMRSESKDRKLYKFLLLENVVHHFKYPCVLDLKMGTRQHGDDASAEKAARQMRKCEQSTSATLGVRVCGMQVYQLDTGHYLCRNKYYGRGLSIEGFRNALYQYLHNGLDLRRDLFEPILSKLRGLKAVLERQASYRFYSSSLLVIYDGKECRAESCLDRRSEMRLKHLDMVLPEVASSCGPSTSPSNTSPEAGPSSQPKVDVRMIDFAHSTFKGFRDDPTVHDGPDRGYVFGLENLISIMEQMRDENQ
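ADP-Glo luminescence measures ADP made by human IP6K1 during a 2 h RT reaction with ATP/IP6 (mix at 1.3 mM/130 uM); top library doses 57.5 and 19.1 uM final.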
* marks the source's active call; other numbers are inactive results; [ ] = another dose, or the depositor's remark. Unless noted, the call rests on the fitted dose curve; in most records, active means well fitted curve in the direction sought with a large enough effect; inconclusive means small, poorly fitted or top-dose-only effect, or another doubt; inactive means no such curve, though single readings can be large; an effect the other way counts as inactive or inconclusive. Unless noted, on the % scale 0 is the no-effect control and ±100 the full control effect. Only part of the results is shown; the hit share may differ from the screen's.

For Cc1cc(F)ccc1NC(=O)CN1C(=O)NC2(CCCCC2)C1=O the results were HEK293 viab 7.0%, 3T3 cytotox 1.1%, FLuc inh -1.8%, HEK cytotox 13.6%, SNCA expr inh inconclusive, GPT2 inhibitor 2.6% and IP6K1 inhibitor 8.7.
For COc1cc(CNC(=O)C2CCCN(c3cnn(C)c(=O)c3)C2)cc(OC)c1 (stereo not given) the results were HEK293 viab 10.8%, 3T3 cytotox -16.3%, FLuc inh -3.6%, HEK cytotox -5.9%, SNCA expr inh 1.7%, GPT2 inhibitor inactive and IP6K1 inhibitor 17.1.
`O=C(NC1CCCCC1)c1cc(Nc2cccc(C(F)(F)F)c2)nc2ccccc12` gave HEK293 viab 4.7%, SNCA expr inh 13.7% and IP6K1 inhibitor 7.2.
Screening O=C(NCC(F)F)C1CCCN(Cc2cccc(-c3ccc(F)cc3F)c2)C1 (stereo not given) returned HEK293 viab -2.0%, 3T3 cytotox inconclusive, HEK cytotox inconclusive, SNCA expr inh -11.0%, GPT2 inhibitor -9.7% and IP6K1 inhibitor 2.1.
Screening COc1ccc2[nH]cc(CCNC(=O)Nc3cccc(F)c3)c2c1 returned HEK293 viab -29.8%, SNCA expr inh inconclusive and IP6K1 inhibitor 2.8.
Screening Cc1nc2nc(NC(=O)CC(C)C)[nH]n2c(=O)c1Cc1ccccc1 returned HEK293 viab 3.5%, SNCA expr inh -15.7% and IP6K1 inhibitor -14.4.
For Cc1sc(NC(=O)C(C)C)c(C(=O)N2CCc3c(nc[nH]c3=O)C2)c1C the results were HEK293 viab 15.9%, 3T3 cytotox -0.2%, FLuc inh -1.6%, HEK cytotox -14.2%, SNCA expr inh 26.3%, GPT2 inhibitor -10.0% and IP6K1 inhibitor 8.5.
`CNC(=O)[C@@H]1C[C@H](n2cc(C(C)(C)NC(=O)c3cc(F)ccc3C)nn2)CN1` gave HEK293 viab -3.0%, 3T3 cytotox -25.6%, FLuc inh 0.7%, HEK cytotox -2.4%, SNCA expr inh -24.4%, GPT2 inhibitor 0.5% and IP6K1 inhibitor 8.3.
CCC(c1cccnc1)N(C)C(=O)C1CCN(C(=O)C2CCCC2)CC1 (stereo not given) was read as HEK293 viab -12.9%, 3T3 cytotox inconclusive, FLuc inh 11.9%, HEK cytotox -2.9%, SNCA expr inh -16.2%, GPT2 inhibitor inactive[11.5 µM] and IP6K1 inhibitor 6.6.
Screening CN1CCN(C(=O)C2CCCCc3nnc(-c4ccccc4)n32)CC1 (stereo not given) returned HEK293 viab 4.6%, 3T3 cytotox -8.6%, HEK cytotox 0.4%, SNCA expr inh 36.6%[activator], GPT2 inhibitor inactive and IP6K1 inhibitor 4.5.
For Cc1c(C(=O)N(C)Cc2ccccc2)sc2nc(-c3ccc(F)cc3)cn12 the results were HEK293 viab -9.1%, SNCA expr inh 45.4%[activator] and IP6K1 inhibitor 13.9.
`O=S1(=O)CCC(n2nc(-c3ccncc3)nc2CCCn2cccn2)C1` (stereo not given) gave HEK293 viab 9.9%, 3T3 cytotox -18.9%, FLuc inh -1.1%, HEK cytotox -16.7%, SNCA expr inh 4.0%, GPT2 inhibitor 2.1% and IP6K1 inhibitor 4.6.
Screening Cc1ccccc1-n1nc(C)c(CCC(=O)N(C)C(C)C)c1Oc1ccccc1F returned HEK293 viab 1.5%, 3T3 cytotox inconclusive, FLuc inh 1.7%, HEK cytotox 44.7µM*, SNCA expr inh -25.1%, GPT2 inhibitor -14.5% and IP6K1 inhibitor 24.3.
Screening C#CCN(Cc1nc(-c2ccccc2OCC)oc1C)C1CCCCC1 returned HEK293 viab -3.4%, 3T3 cytotox -28.4%, FLuc inh 2.1%, HEK cytotox inconclusive, SNCA expr inh -8.1%, GPT2 inhibitor 1.3% and IP6K1 inhibitor 8.0.
COc1ccc(N2CC(C(=O)NCC(F)F)NC2=O)cc1 (stereo not given) was read as HEK293 viab 9.3%[87.6 µM], 3T3 cytotox -5.4%[138 µM], FLuc inh -12.6%[172 µM], HEK cytotox -20.2%[172 µM], SNCA expr inh 5.0%[87.6 µM], GPT2 inhibitor inactive and IP6K1 inhibitor 10.2.
`CCc1ccccc1NC(=O)C1CCN(S(=O)(=O)c2cn(C)cn2)CC1` gave HEK293 viab 2.2%, SNCA expr inh -2.9% and IP6K1 inhibitor 2.0.
Screening Cc1ccc(Cl)cc1N1CCN(C(=O)c2cn(C)c3ccc(S(=O)(=O)N(C)C4CCCCC4)cc3c2=O)CC1 returned HEK293 viab 1.0%, SNCA expr inh 5.4% and IP6K1 inhibitor 34.2.
`O=C(c1cccc(Cl)c1)N1CCC(C(=O)N2CCC(N3CCCC3=O)CC2)CC1` gave HEK293 viab 3.5%, 3T3 cytotox -18.2%, HEK cytotox -5.0%, SNCA expr inh -4.8%, GPT2 inhibitor inactive and IP6K1 inhibitor 7.9.
Screening CCCCC(=O)OCc1cc(=O)n2nc(C3CC3)sc2n1 returned HEK293 viab -1.1%, SNCA expr inh -1.0% and IP6K1 inhibitor 9.5.
COc1cccc(CCC(=O)N2CCC(Cc3nc(-c4cccc(OC)c4)no3)CC2)c1 was read as HEK293 viab inconclusive, 3T3 cytotox inconclusive, FLuc inh 8.7%, HEK cytotox inconclusive, SNCA expr inh -30.0%, GPT2 inhibitor 4.0% and IP6K1 inhibitor -3.3.
`Cc1noc2c(NC3CCN(C)CC3)cc(-c3cccnc3)nc12` gave HEK293 viab -2.6%[87.6 µM], 3T3 cytotox inconclusive, FLuc inh 1.7%[172 µM], HEK cytotox inconclusive, SNCA expr inh 10.0%[87.6 µM], GPT2 inhibitor -2.1%[88.5 µM] and IP6K1 inhibitor 1.6.
`O=C(c1ccc(F)cc1)N1CCC2(CC1)OCC(C(=O)N1CCOCC1)N2C(=O)c1ccccc1` (stereo not given) gave HEK293 viab 5.5%, 3T3 cytotox inactive, FLuc inh 5.3%, HEK cytotox -7.3%, SNCA expr inh 1.1%, GPT2 inhibitor inactive and IP6K1 inhibitor -14.5.
For CCC1=Nc2cc(C(=O)NC(C)c3ccccc3)ccc2Sc2ccc(Cl)cc21 (stereo not given) the results were HEK293 viab -0.9%, SNCA expr inh -16.3% and IP6K1 inhibitor -6.5.
Screening CC(=O)NC1(C)CCN(Cc2cccc(-c3ccc(C(=O)c4ccccc4)cc3)c2)C1 (stereo not given) returned HEK293 viab -25.5%[87.6 µM], 3T3 cytotox 35.5µM*, FLuc inh 39.8µM*, HEK cytotox 39.8µM*, SNCA expr inh 13.7%[87.6 µM], GPT2 inhibitor -1.9%[88.5 µM] and IP6K1 inhibitor -6.0.
O=C(CC1CCCN(c2cnn(CC3CC3)c(=O)c2)C1)N1CCSCC1 (stereo not given) was read as HEK293 viab 2.2%, 3T3 cytotox -4.2%, FLuc inh -5.0%, HEK cytotox 7.4%, SNCA expr inh 7.2%, GPT2 inhibitor 3.4% and IP6K1 inhibitor 16.6.
`CCC1Oc2ccc(NC(=O)c3ccc([N+](=O)[O-])cc3)cc2CN(Cc2ccc(F)cc2)C1=O` (stereo not given) gave HEK293 viab -8.2%, 3T3 cytotox inconclusive, FLuc inh -10.2%, HEK cytotox inconclusive, SNCA expr inh -2.8%, GPT2 inhibitor 2.0% and IP6K1 inhibitor 12.0.
Screening Cc1ccc(CNC(=O)Cn2c(=O)c(-c3noc(C)n3)c3n(c2=O)CCCCC3)cc1 returned HEK293 viab 6.3%, 3T3 cytotox 1.2%, FLuc inh -15.4%, HEK cytotox -4.5%, SNCA expr inh 2.1%, GPT2 inhibitor inactive and IP6K1 inhibitor 17.5.
Screening NC(=O)c1cccc(-c2n[nH]c3c2CC(=O)N(CC2CCOCC2)C3)c1 returned HEK293 viab 5.1%[87.6 µM], 3T3 cytotox inconclusive, FLuc inh 6.5%[172 µM], HEK cytotox inactive, SNCA expr inh 9.8%[87.6 µM], GPT2 inhibitor -3.5%[88.5 µM] and IP6K1 inhibitor 30.9.
COc1ccccc1N1CCN(C(=O)c2cc3n(n2)CC(c2ccc(Cl)cc2)OC3)CC1 (stereo not given) was read as HEK293 viab 0.9%, 3T3 cytotox inconclusive, FLuc inh -8.7%, HEK cytotox inconclusive, SNCA expr inh inconclusive, GPT2 inhibitor inactive and IP6K1 inhibitor 6.0.
For C[S+](=O)([O-])N1CCCC2(Cc3ccccc3CN2C(=O)C2CCCC2)C1 (stereo not given) the results were HEK293 viab -2.5%, 3T3 cytotox inconclusive, HEK cytotox -24.1%, SNCA expr inh 23.6%, GPT2 inhibitor -10.1% and IP6K1 inhibitor -6.7.
`CSCC[C@H](NC(=O)[C@H](Cc1c[nH]c2ccccc12)NC(=O)CCNC(=O)OC(C)(C)C)C(=O)N[C@@H](CC(=O)O)C(=O)N[C@@H](Cc1ccccc1)C(N)=O` gave HEK293 viab -5.3%[23.9 µM], SNCA expr inh 22.9%[25.6 µM], GPT2 inhibitor inconclusive and IP6K1 inhibitor 1.1.
Screening Cc1ccccc1C(=O)N1CCN(Cc2ccccc2-c2cccnc2)CC1 returned HEK293 viab 4.2%[12.5 µM], 3T3 cytotox inconclusive, HEK cytotox inconclusive, SNCA expr inh -2.6%, GPT2 inhibitor -19.7% and IP6K1 inhibitor 12.9.
`O=C(CSc1nccn1Cc1ccc(F)cc1)Nc1ccc2c(c1)OCO2` gave HEK293 viab -14.4%, SNCA expr inh 14.7% and IP6K1 inhibitor -11.5.
Screening O=C(NC1CCN(c2cc(-c3ccc(Cl)cc3)[nH]n2)C1)c1ccc2c(c1)OCO2 (stereo not given) returned HEK293 viab -13.0%, 3T3 cytotox inconclusive, FLuc inh -2.2%, HEK cytotox inconclusive, SNCA expr inh -14.3%, GPT2 inhibitor inconclusive and IP6K1 inhibitor 12.7.
`CC1Oc2ccc(NC(=O)c3cccs3)cc2CN(Cc2ccc(F)cc2)C1=O` (stereo not given) gave HEK293 viab 2.6%, 3T3 cytotox inconclusive, FLuc inh -7.7%, HEK cytotox inconclusive, SNCA expr inh 1.1%, GPT2 inhibitor 4.8% and IP6K1 inhibitor 29.7.

An excerpt taken from the entries so far:
Screening O=C(NC1CCN(c2cc(-c3ccc(Cl)cc3)[nH]n2)C1)c1ccc2c(c1)OCO2 (stereo not given) returned HEK293 viab -13.0%, 3T3 cytotox inconclusive, FLuc inh -2.2%, HEK cytotox inconclusive, SNCA expr inh -14.3%, GPT2 inhibitor inconclusive and IP6K1 inhibitor 12.7.
`CC1Oc2ccc(NC(=O)c3cccs3)cc2CN(Cc2ccc(F)cc2)C1=O` (stereo not given) gave HEK293 viab 2.6%, 3T3 cytotox inconclusive, FLuc inh -7.7%, HEK cytotox inconclusive, SNCA expr inh 1.1%, GPT2 inhibitor 4.8% and IP6K1 inhibitor 29.7.
